Screening results as filed in PubChem.
S1P4 agonist: human S1P4 receptor agonism; activation, % at 4.98 µM; O95977; S1P4-expressing cell line, agonist reporter assay; 220,000 compounds, 0.35% hits; AID 1509; in the data active = activation above about 11%;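 note: 0% = DMSO vehicle and 100% = reference agonist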
NPY-Y2 PAM-ag: potentiates or activates human NPY-Y2 receptor; cells expressing NPY-Y2, potentiator/agonist read-out; 220,000 compounds, 0.45% hits; P49146; activation, % at 3.6 µM; in the data active = activation above about 27%;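 note: cells stimulated with NPY near EC25 plus isoproterenol at EC100; 0% = vehicle plus submaximal agonist and 100% = vehicle plus saturating agonist; some results beyond the cut were filed as inactive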
PERK inhibitor: blocks human PERK kinase. Q9NZJ5. CHO PERK-DD fusion, SEAP luminescence translation reporter. inhibition, % at 5.6 µM. 220,000 compounds, 0.17% hits;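 active = inhibition above the mean inhibition of all tested compounds plus 3 SD, set separately per screening campaign, cut at about 2.9% in these data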;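 note: PERK kinase domain activated by AP20187 dimerizer at 100 nM; 0% = DMSO with dimerizer and 100% = rapamycin at 8.4 µM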
Target sequence (Q9NZJ5 whole entry, looked up, the tested form may be a part): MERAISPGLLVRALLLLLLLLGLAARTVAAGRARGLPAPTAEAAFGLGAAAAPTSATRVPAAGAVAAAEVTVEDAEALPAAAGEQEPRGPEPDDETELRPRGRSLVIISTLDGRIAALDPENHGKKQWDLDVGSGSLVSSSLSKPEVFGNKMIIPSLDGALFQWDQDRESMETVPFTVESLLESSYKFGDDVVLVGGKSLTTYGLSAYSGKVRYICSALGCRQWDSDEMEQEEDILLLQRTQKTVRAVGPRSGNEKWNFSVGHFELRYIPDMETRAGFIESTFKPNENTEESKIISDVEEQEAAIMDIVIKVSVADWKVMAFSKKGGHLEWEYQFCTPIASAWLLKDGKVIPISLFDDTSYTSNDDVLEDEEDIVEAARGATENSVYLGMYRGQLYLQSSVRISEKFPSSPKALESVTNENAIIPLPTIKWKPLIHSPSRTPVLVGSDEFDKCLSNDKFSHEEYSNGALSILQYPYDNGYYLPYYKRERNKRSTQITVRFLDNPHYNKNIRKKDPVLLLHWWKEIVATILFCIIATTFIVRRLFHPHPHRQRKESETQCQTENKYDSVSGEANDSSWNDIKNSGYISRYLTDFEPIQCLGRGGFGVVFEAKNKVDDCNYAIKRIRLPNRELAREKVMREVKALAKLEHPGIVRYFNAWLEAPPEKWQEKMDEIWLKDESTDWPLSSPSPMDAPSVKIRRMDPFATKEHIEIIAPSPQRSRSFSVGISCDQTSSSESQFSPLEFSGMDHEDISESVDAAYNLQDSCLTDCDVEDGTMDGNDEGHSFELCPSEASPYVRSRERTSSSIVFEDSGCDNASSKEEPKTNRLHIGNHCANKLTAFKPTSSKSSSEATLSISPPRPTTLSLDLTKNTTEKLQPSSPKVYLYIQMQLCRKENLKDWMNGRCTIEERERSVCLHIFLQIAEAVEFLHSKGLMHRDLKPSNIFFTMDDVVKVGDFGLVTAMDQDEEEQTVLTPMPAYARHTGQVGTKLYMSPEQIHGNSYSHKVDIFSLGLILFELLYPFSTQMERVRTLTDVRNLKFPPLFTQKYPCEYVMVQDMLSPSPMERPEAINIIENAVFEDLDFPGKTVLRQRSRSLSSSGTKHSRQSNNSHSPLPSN
MDM2 E3 inh: blocks human Mdm2 ubiquitin ligase activity. Q00987. cell-based MDM2 ubiquitination luciferase reporter, 2 h; 0 = plate control, 100 = twice control, blank-subtracted. signal enhancement, % at 5 µM. 210,000 compounds, 0.11% hits;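 active = signal enhancement of 30% or more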;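 note: luminescence tracks abundance of the self-degrading MDM2-luciferase fusion protein; higher signal means inhibition of MDM2 E3 ligase activity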
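Material: stable MDM2–luciferase fusion reporter cells / Quantity: 2000 cells/well / Dosing: single 5 µM compound dose, 0.2% final DMSO / Buffer or medium: DMEM / Schedule: 4 h cell settling then 2 h compound exposure, 37 °C / Detection: luminescence with SteadyLite reagent, 15 min at room temperature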
Wee1 stabilizer: blocks degradation of human Wee1 kinase; 220,000 compounds, 1.2% hits; reporter increase, % at 5 µM; AID 1321; HeLa Luc-Wee1K328M stability, luciferase luminescence; 100% = proteasome inhibitor MG132 effect; P30291;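 active = activation above the mean of all tested compounds plus 3 SD, set per screening run, cut at about 8.8% in these data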;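 note: cells exposed to compound for 20 h before luminescence read; 0% = DMSO alone and 100% = MG132 at 30 µM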
Ba/F3 V617F tox: reduce viability of Ba/F3 cells dependent on JAK2V617F; Ba/F3 EpoR-JAK2V617F viability, ATP luminescence; inhibition, % at 5.6 µM; 220,000 compounds, 1.1% hits;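 active = inhibition above the campaign mean plus 3 SD over all tested compounds, cut at about 24% in these data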;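 note: cytokine-independent growth of Ba/F3 cells driven by EpoR plus mutant JAK2; 0% = DMSO-treated cells and 100% = JAK inhibitor I control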
S1P4 antagonist: human S1P4 receptor antagonism. O95977. S1P4-expressing cells, antagonist mode, reporter read-out. AID 1510. 220,000 compounds, 0.26% hits. inhibition, % at 4.98 µM; in the data active = inhibition above about 29%;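 note: 0% = wells stimulated with agonist and 100% = vehicle wells without agonist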
BaF3 tox: reduces parental Ba/F3 cell viability, JAK2V617F counter-screen | inhibition, % at 5.6 µM | CellTiter-Glo ATP luminescence | 220,000 compounds, 1.1% hits;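 active = inhibition above a per-campaign cutoff, the mean inhibition of all tested compounds plus 3 SD, cut at about 27% in these data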;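 note: 0% = DMSO wells and 100% = JAK Inhibitor I control wells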
eIF4E 4G PPI: eIF4E/eIF4G interaction inhibition in translation initiation; TR-FRET eIF4E-eIF4GI(517-606) binding, 2 h; inhibition, % at 21.7 µM; 220,000 compounds, 0.37% hits;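 active = inhibition above about 30%, limit read from the data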;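 note: 0% = full FRET control wells and 100% = background wells lacking eIF4GI fragment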
* marks the source's active call; other numbers are inactive results; . = not tested or not shown; [ ] = another dose, or the depositor's remark.

SMILES	S1P4 agonist	NPY-Y2 PAM-ag	PERK inhibitor	MDM2 E3 inh	Wee1 stabilizer	Ba/F3 V617F tox	S1P4 antagonist	BaF3 tox	eIF4E 4G PPI
O=C(O)CSc1nnc(COc2ccc([N+](=O)[O-])cc2)n1-c1ccccc1	-0.2	3	0.6	0	-3	-2	6	1	3
CCOC(=O)C1=C(C)Nc2ccccc2S1	0.0	2	1.2	0	-2	1	6	1	0
CSc1nc(NCc2ccco2)c2c3c(sc2n1)CN(C)CC3	0.2	-3	-0.1	16	1	-1	-9	4	13
COc1ccc(C(C(=O)NC2CCCCC2)N(C(=O)c2ccccn2)c2cccnc2)cc1 (stereo not drawn)	2.0	1	0.7	-3	1	0	-8	4	2
Cc1nn(C)c(C(=O)N/N=C/c2ccc(Br)cc2)c1Cl	0.6	-5	0.3	-4	3	-1	-22	1	-4
COc1ccc(C)cc1NC(=O)CSc1nnc(CC(=O)Nc2cccc(C(F)(F)F)c2)n1C	-7.2	4	-0.4	-19	1	-2	-1	4	-10
CCOC(=O)/C(=C\C=C1/Sc2cc(OCC)c(OCC)cc2N1CC)C(C)=O	-0.2	4	-0.5	-7	3	0	-16	7	7[fluorescence artefact?]
O=S1(=O)Cc2cc3ccccc3cc2C1	0.6	6	0.4	3	-1	-3	-6	3	-2
C(=N\N1CCN(C2c3ccccc3-c3ccccc32)CC1)/c1cccs1	-2.1	-2	0.5	-12	-1	-6	-7	0	3
CCOC(=O)Cc1nc2ccccc2n(CC#N)c1=O	1.0	-3	1.7	4	2	2	-2	1	16
O=C(NCCCCCCNC(=O)OC1CCS(=O)(=O)C1)OC1CCS(=O)(=O)C1 (stereo not drawn)	0.8	-2	1.0	-14	3	-1	0	4	0[fluorescence artefact?]
O=C(O)Cn1nc2ccccc2n1	1.7	-12	0.8	-5	-2	1	-22	5	-10

Only Ba/F3 V617F tox and MDM2 E3 inh, for three of the compounds above:
smiles | Ba/F3 V617F tox | MDM2 E3 inh
COc1ccc(C(C(=O)NC2CCCCC2)N(C(=O)c2ccccn2)c2cccnc2)cc1 (stereo not drawn) | 0 | -3
Cc1nn(C)c(C(=O)N/N=C/c2ccc(Br)cc2)c1Cl | -1 | -4
COc1ccc(C)cc1NC(=O)CSc1nnc(CC(=O)Nc2cccc(C(F)(F)F)c2)n1C | -2 | -19

New compounds follow:
SMILES	S1P4 agonist	NPY-Y2 PAM-ag	PERK inhibitor	MDM2 E3 inh	Wee1 stabilizer	Ba/F3 V617F tox	S1P4 antagonist	BaF3 tox	eIF4E 4G PPI
CN(C)S(=O)(=O)c1cccc(NC(=O)c2ccc3nccnc3c2)c1	1.0	11	-0.2	-15	-1	0	-2	5	7
Cc1ccc(NC(=O)CCC(=O)NNC(=O)c2ccco2)cc1C	0.6	-7	1.9	-17	4	-1	-6	0	-1
O=S(=O)(NC1CCCCC1NCc1ccco1)c1ccccc1 (stereo not drawn)	-0.5	-13	-0.1	2	0	4	7	5	5
CCCCn1c(SCC(=O)Nc2nnc(C)s2)nnc1-c1ccncc1	1.9	1	-1.0	-7	3	3	-24	4	1
COC(=O)CC1=C(C(=O)OC)[C@@H](c2ccccc2[N+](=O)[O-])C(C#N)=C(N)O1	-0.1	-4	0.5	-15	-2	1	11	1	0
CCOc1ccc(N2CC(C(=O)Nc3ccc(OC)c(S(=O)(=O)N4CCCCC4)c3)CC2=O)cc1 (stereo not drawn)	1.6	1	0.0	-3	7	1	-32	4	5
O[C@H]1COC2C1OC[C@@H]2O (stereo partly drawn)	0.3	-2	1.4	.	0	-1	-1	9	-3
COc1ccc(CCNC(=O)C2CCN(S(=O)(=O)N3CCOCC3)CC2)cc1OC	1.1	-9	0.1	-11	-1	0	1	2	0
COc1ccc(-c2nnsc2N2C(=O)c3ccccc3C2=O)cc1	0.4	-45	0.6	-14	0	-2	4	0	-4
COc1ccc2nc(C)cc(SCC(=O)N/N=C/c3cccc4ccccc34)c2c1	-1.3	-17	-1.1	-6	1	4	-4	3	-29[fluorescence artefact?]
Cc1nn(C)c2ncc(C(N)=O)c(Oc3ccc(Cl)cc3)c12	1.2	4	0.6	3	-1	-3	0	-1	1
O=C(N=Nc1c(O)[nH]c2ccc([N+](=O)[O-])cc12)c1ccccc1Cl	-0.4	7	0.7	-11	1	-2	-3	3	-2
CCOc1cc(NC(=S)NCc2ccco2)c(OCC)cc1NC(=O)C1CC1	2.4	6	0.6	-2	-1	-2	-10	5	-2[fluorescence artefact?]
CCOC(=O)C1(Cc2ccccc2C(F)(F)F)CCN(C2CCCC2)CC1	-0.3	-8	0.7	0	2	-2	4	4	1
O=[N+]([O-])c1ccc(Nc2ccccc2)nc1	-1.3	12	1.6	-6	1	-2	2	1	-1
O=C(Nc1nc2c(s1)CCc1ccccc1-2)c1ccco1	2.8	-1	-1.4	4	5	4	-14	4	0[fluorescence artefact?]
CCCCCn1nc(C)c(/C=N\NC(=O)c2cc(C)oc2C)c1C	1.6	-2	-0.7	.	-1	7	-20	8	1
Cc1cc(Cl)ccc1Nc1ncccc1C(N)=O	0.7	8	0.3	5	2	1	-17	6	6[fluorescence artefact?]
COc1ccc(C2C(C#N)=C(N)OC(C(C)(C)C)=C2C#N)cc1OC (stereo not drawn)	-2.1	-10	1.3	-18	1	1	6	4	9[fluorescence artefact?]
CCOc1ccc(NC(=O)N2CCC(c3ccc(C)cc3)C2)cc1 (stereo not drawn)	-0.5	-24	-0.4	-11	-3	0	-47	0	-13
CN(Cc1ccccc1)C(=S)Nc1ccc2nc3n(c(=O)c2c1)CCCCC3	0.1	2	-0.1	-2	2	-3	-20	2	0
CCOC(=O)C1=C(C)N=c2s/c(=C\C(=O)OC)c(=O)n2C1c1ccc(OC)cc1 (stereo not drawn)	1.0	1	-0.6	-12	3	-3	-9	10	-13
Cc1ccc(O)c(C(=O)CC(=O)c2ccccc2Cl)c1	2.5	-3	-0.2	6	3	1	0	4	1
COc1ccc(-n2c(SCC(=O)N3CCOCC3)nc(O)c(Cc3ccccc3)c2=O)cc1	-0.6	5	0.6	-9	4	-2	7	2	8
Cc1cc(C(=O)Nc2ncn(Cc3ccc(F)cc3)n2)ccc1[N+](=O)[O-]	-0.4	-12	1.3	.	2	-6	-22	-4	-4
O=C1CC(Nc2ccccc2)C(=O)N1Cc1ccccc1 (stereo not drawn)	1.8	-7	-0.4	-13	-1	2	0	5	7
CC(=O)c1ccc(NC(=O)Nc2ccc([N+](=O)[O-])cc2)cc1	1.0	-2	-0.2	.	0	-1	-11	0	5[fluorescence artefact?]
C=CCNC(=S)N1CCc2c([nH]c3ccccc23)C1C (stereo not drawn)	0.0	3	1.0	-8	-3	-4	-14	6	0
COc1ccc(Cc2nnc(NS(=O)(=O)Cc3ccccc3)s2)cc1	0.0	-30	0.1	-1	-1	4	13	7	0
CN(C)/C=C/C1=CC(=O)CC(C)(C)C1	-1.3	-5	0.1	3	0	0	-11	2	4
CCOC(=O)c1sc(=S)n(-c2cccc(C(F)(F)F)c2)c1SC	-0.9	-6	0.9	-17	1	-1	-2	5	2
[O-]/C(=C(\C(=S)Nc1cccc2ccccc12)[n+]1ccccc1)c1ccc2c(c1)OCCO2	-1.5	-12	-0.5	-12	-3	1	-5	6	3
Cc1ccc(C(=O)N/N=C\c2ccc(-c3ccc(Cl)cc3)o2)cn1	-0.2	-38	0.6	-20	-2	0	6	0	2
O=C(NC(=O)N1CCN(c2ccccc2F)CC1)c1ccccc1	1.3	-5	0.5	-20	0	-1	-3	2	0
CC(=O)N1N=C(c2ccc(Cl)cc2)OC1c1ccc(C(C)C)cc1 (stereo not drawn)	2.3	-4	-0.3	-6	-1	-3	-9	0	9
O=C1C2C3C=CC(CC3)C2C(=O)N1/N=C/c1ccc(O)cc1 (stereo not drawn)	1.3	1	1.4	3	-3	-1	0	-4	-1
Cc1nc(SCC(N)=O)[nH]c(=O)c1Cc1ccc(OC(C)C)cc1	1.1	1	-0.7	-12	2	5	11	13	-7
CN(C(=O)CSc1nnc(-c2ccc(Cl)cc2)n1CC1CCCO1)C1CCS(=O)(=O)C1 (stereo not drawn)	0.1	5	1.4	6	2	-1	-4	2	0
Cc1[nH]n(-c2ccccc2)c(=O)c1/C=N/n1c(C)nc2ccccc2c1=O	1.1	9	0.8	-6	2	-5	7	0	8
CC(=O)c1c(C)[nH]c(C(=O)OCC(=O)NCCc2ccc(Cl)cc2)c1C	-1.7	-8	-1.0	-4	3	-1	-11	2	-3
Cc1cc(S(=O)(=O)NCC(=O)O)ccc1F	-0.7	-8	0.6	-20	-1	3	-25	10	10
CS(=O)(=O)c1cccc(C(=O)NC(c2ccccc2)c2ccccc2)c1	-2.5	4	-0.2	-5	6	0	-8	3	-2
O=C(Nc1ccc(F)c(F)c1)c1ccc2c(c1)OCO2	1.1	-5	0.7	-30	1	-1	-1	7	5
Cc1cc(CNC(=O)CCc2nnc(CCCc3ccccc3)o2)nn1C	-0.8	-9	-0.1	-6	1	4	-13	10	-1
CCn1c(C)cc(/C=C2\NC(=O)N(CC(=O)Nc3cccc(C)c3)C2=O)c1C	-0.5	1	-0.5	-3	1	5	-8	4	-10
COc1cccc(-n2nnc3c(=O)n(Cc4ccccc4F)cnc32)c1	1.7	-10	1.9	-13	1	1	-22	0	-3
O=C(c1ccc([N+](=O)[O-])cc1)N(Cc1ccc(Cl)cc1)N1C(=O)CCCC1=O	2.7	-15	-0.1	-10	-1	-2	-43	6	2
CCCC(C(=O)NC1CCCC1)N(Cc1ccc2c(c1)OCO2)C(=O)c1snc(C(N)=O)c1N (stereo not drawn)	1.9	-5	-1.7	-9	2	0	10	3	-11
O=C(O)CCNS(=O)(=O)c1ccc2c(c1)CCCC2	2.2	1	0.1	3	2	2	-17	7	1
Cc1cc(N)n(-c2ccc(S(=O)(=O)N3CCCC3)cc2[N+](=O)[O-])n1	-1.1	-7	-0.2	.	1	3	-3	4	2
COc1ccc(C2Sc3nncn3N2Cc2ccc(C#N)cc2)cc1 (stereo not drawn)	0.5	-13	1.0	-10	0	-2	14	5	-6
CCOC(=O)Cc1cc(=O)n2[nH]cc(-c3cccc(Br)c3)c2n1	0.6	-12	1.1	-8	0	2	-28	7	4
CC(=O)Nc1c(O)nc(SCC(=O)Nc2nnc(CC(C)C)s2)[nH]c1=O	0.1	2	0.2	-2	2	3	-5	1	5
O=C(N/N=C/c1ccncc1)c1ccc(OCc2ccccc2)cc1	-0.7	-17	-0.5	0	-2	3	-2	1	-4
Cc1cccc(NC(=O)C(=O)NCCCN2CCOCC2)c1	0.5	5	0.7	-10	1	-7	8	0	-3
CCn1c(SCC(N)=O)nc2sc3c(c2c1=O)CCN(C)C3	0.1	5	0.4	-6	5	1	6	-1	12
c1ccc(SCc2nc3ccccc3[nH]2)nc1	1.2	16	0.0	-9	-1	-1	15	5	4
CNC(=S)N(Cc1ccc(Cl)cc1)Cc1cccs1	0.6	7	1.1	-10	-3	-1	-1	0	-3
Cn1c(NC(=O)C2c3ccccc3Oc3ccccc32)cc(=O)n(C)c1=O	1.8	13	1.0	-11	-2	-3	-3	4	3
CN(C)c1cccc(C(=O)OCCNC(=O)c2cccc(S(=O)(=O)N3CCOCC3)c2)c1	-1.1	15	0.5	.	-1	-2	-19	-1	-5
